ER stress death: ER stress cell death inhibition | CSM14.1 thapsigargin ER stress survival, ATP luminescence | relative survival (cellular ATP), % at 15 µg/mL (by protocol) | 0.33% of 48,000 active | AID 1010;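 active = survival measured by cellular ATP above 50% at 15 µg/ml in the first screen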;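 note: cell death triggered by about 15 µM thapsigargin; ATP read 24 h after thapsigargin was added; plate controls were thapsigargin with DMSO for no effect and DMSO without thapsigargin for full effect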
Starred values were filed as active, the others as inactive. An excerpt; count on the stated rates, not on these rows.

`O=C(CCC1CCCC1)Nc1ccc([N+](=O)[O-])cc1` gave ER stress death 4.
For COC(=O)c1sc(NC(=O)c2ccccc2OC)c(C(=O)OC)c1C the results were ER stress death 2.
Screening CC(C)c1ccc(CNc2cc(N3CCCC3)ccc2[N+](=O)[O-])cc1 returned ER stress death 3.
For O=C(O)c1cccnc1SC1CC(=O)N(c2cccc(C(F)(F)F)c2)C1=O (stereo not drawn) the results were ER stress death 6.
`O=C(NCCCn1ccnc1)C(=O)Nc1ccc(Br)cc1` gave ER stress death -2.
C=CCOc1ccccc1/C=N/NS(=O)(=O)c1ccc(Cl)cc1 was read as ER stress death -3.
O=C1/C(=C/c2ccc(I)cc2)SC(=S)N1c1ccc([N+](=O)[O-])cc1 was read as ER stress death 2.
O=C1CSC(=O)N1CNc1ccccn1 was read as ER stress death -5.
For COc1ccc(C2C(C(C)=O)=C(O)C(=O)N2c2nc3ccccc3s2)cc1OC (stereo not drawn) the results were ER stress death 6.
COc1ccc(N(CC(=O)N2CCCC2)S(C)(=O)=O)cc1Cl was read as ER stress death 2.
For O=C(Nc1cccc(Cl)c1)Nc1nnc(COc2ccc(Br)cc2)s1 the results were ER stress death 3.
CCC(Oc1ccccc1)C(=O)N1CCN(C(=O)C(CC)Oc2ccccc2)CC1 (stereo not drawn) was read as ER stress death -6.
Screening COCCCNC(=O)c1ccc([N+](=O)[O-])cc1 returned ER stress death -1.
Screening CCCC(=O)Nc1ccc(-c2nc3cc(C)c(C)cc3o2)c(O)c1 returned ER stress death -9.
COc1ccc(-n2nc3cc(C)c(NC(=O)COc4ccc(Br)cc4)cc3n2)cc1 was read as ER stress death 4.
Cc1ccc(Nc2cc(-n3cccn3)ncn2)cc1 was read as ER stress death 16.
`COc1ccc2c(c1)C1C=CCC1C(c1cccc([N+](=O)[O-])c1)N2` (stereo not drawn) gave ER stress death 3.
O=C(NC(c1ccccc1)c1ccccc1)C1CC1c1ccccc1 (stereo not drawn) was read as ER stress death 3.
COc1ccc([N+](=O)[O-])cc1N=Cc1c[nH]c2ccccc12 was read as ER stress death 11.
Screening COc1ccc(S(=O)(=O)NC2CCSC2=O)cc1 (stereo not drawn) returned ER stress death 8.
Screening COc1cc(NC(=O)c2cnn3c(C(F)(F)F)cc(-c4ccco4)nc23)c(OC)cc1Cl returned ER stress death 6.
`CC(=O)Oc1ccc(-c2cccc(C(=O)Nc3ccc([N+](=O)[O-])cc3)c2)cc1` gave ER stress death -2.
For COc1ccc(C2C(C(C)=O)=C(C)N=c3s/c(=C\c4ccccc4OC)c(=O)n32)c(OC)c1 (stereo not drawn) the results were ER stress death 4.
`COc1ccccc1N(C(=O)Nc1ccc(Cl)cc1)C(C)C1CC1` (stereo not drawn) gave ER stress death 6.
For O=C(COc1ccc(Br)cc1)Nc1cccc(NC(=O)c2cccc(Cl)c2)c1 the results were ER stress death 2.
`CCc1cc(OCCOCCN2CCC(C)CC2)ccc1Cl` gave ER stress death -4.
`Cc1ccc(C(=O)N2CCN(c3cccc(Cl)c3)CC2)cc1C` gave ER stress death 8.
Screening CCN1C(=O)/C(=C\c2cc(Cl)c(OCc3ccccc3F)c(OC)c2)SC1=S returned ER stress death 11.
CCOC(=O)c1c(NC(=O)/C=C/c2ccc(C)cc2)sc(C)c1C was read as ER stress death 12.
For Oc1ccccc1/C=N/Nc1nc(N2CCOCC2)nc(N2CCOCC2)n1 the results were ER stress death 5.

Among those listed so far, three contain fluorine.
For O=C(O)c1cccnc1SC1CC(=O)N(c2cccc(C(F)(F)F)c2)C1=O (stereo not drawn) the results were ER stress death 6.
Screening COc1cc(NC(=O)c2cnn3c(C(F)(F)F)cc(-c4ccco4)nc23)c(OC)cc1Cl returned ER stress death 6.
Screening CCN1C(=O)/C(=C\c2cc(Cl)c(OCc3ccccc3F)c(OC)c2)SC1=S returned ER stress death 11.

Going on with the list.
Screening Cc1[nH]n(-c2ccccc2)c(=O)c1N=Nc1nccs1 returned ER stress death 6.
COc1ccccc1NC(=O)c1c(NC(=O)C(C)(C)C)sc2c1CCC(C)C2 (stereo not drawn) was read as ER stress death 1.
CS/C(=N\S(=O)(=O)c1ccc(C)cc1)c1ccccc1 was read as ER stress death 3.
Screening O=c1cc(O)c2ccccc2n1Cc1ccccc1 returned ER stress death 3.
For CCC(C)(C)C1CCc2c(sc(NC(=O)C(C)C)c2C#N)C1 (stereo not drawn) the results were ER stress death 4.
For COc1ccc(CNC(=O)c2ccc(C3SCC(=O)N3Cc3ccccc3)cc2)cc1 (stereo not drawn) the results were ER stress death 6.
`O=C(Nc1ccc2c(c1)OCO2)c1ccc(C#Cc2ccccc2)cc1` gave ER stress death 0.
`CC(=O)c1cccc(N2C(=O)c3ccc(C(=O)c4ccc5c(c4)C(=O)N(c4cccc(C(C)=O)c4)C5=O)cc3C2=O)c1` gave ER stress death 2.
`CC1(C)c2ssc(=S)c2-c2ccccc2N1C(=O)CSc1nnc(N)s1` gave ER stress death 0.
Screening O=C1/C(=C\c2ccc3c(c2)OCO3)N=C(c2ccccc2)N1c1ccc(O)cc1 returned ER stress death 1.
`O=C(O)CCC(=O)Nc1cccc(-c2nc3cc4ccccc4cc3[nH]2)c1` gave ER stress death -8.
Screening O=C(Nc1nc(-c2ccc(F)cc2)cs1)c1cccs1 returned ER stress death 10.
Screening COc1ccc2oc(=O)c(NC(=O)c3ccccc3)cc2c1 returned ER stress death 2.
For O=C(CCNc1n[nH]c(=O)[nH]c1=O)N/N=C/c1ccc(Cl)cc1 the results were ER stress death -4.
`O=S(Cc1ccccc1)CC(O)COc1ccccc1` (stereo not drawn) gave ER stress death 1.
`Cc1cc(C)nc(S(=O)CC(O)COc2ccccc2)n1` (stereo not drawn) gave ER stress death 20.
For CN(C)CCCN1C(=O)CSC1c1ccc(Cl)cc1 (stereo not drawn) the results were ER stress death -6.
Screening O=C1S/C(=C/c2ccc(-c3cccc([N+](=O)[O-])c3)o2)C(=O)N1c1ccccc1 returned ER stress death 1.
For CN(C)Cc1c(O)ccc2c(=O)c(-c3ccc(Cl)cc3)coc12 the results were ER stress death -5.
`CC(C)(C#CC(O)(c1ccccc1)c1ccccc1)N1CCCC1` gave ER stress death -11.
CN1CCc2c(sc3c2C(=O)NC(c2ccc(-c4ccccc4[N+](=O)[O-])o2)N3)C1 (stereo not drawn) was read as ER stress death -8.
Screening COc1ccccc1CC(=O)Nc1cccc(Cl)c1C returned ER stress death 5.
For NC(=O)c1c(NC(=O)c2ccc(Br)o2)sc2c1CCCCC2 the results were ER stress death -25.
For CC1(C)CC(=O)C2=C(C1)Nc1ccc3ccccc3c1C2c1cccc([N+](=O)[O-])c1 (stereo not drawn) the results were ER stress death 4.
Screening O=C(NC(=S)NCc1cccnc1)c1cccs1 returned ER stress death 1.
For O=C1NC(=O)N(c2ccccc2)C(=O)/C1=C/c1cc2c(cc1Cl)OCO2 the results were ER stress death 0.
`NC(=O)c1ccc(NC(=O)COc2ccc(Cl)cc2Br)cc1` gave ER stress death 4.
Screening O=C(c1nn2c(c1Cl)NC(c1ccccc1)CC2C(F)(F)F)N1CCN(c2ccc(F)cc2)CC1 (stereo not drawn) returned ER stress death -1.
COC(=O)CCN1C(=O)/C(=C\c2ccc(F)cc2)SC1=S was read as ER stress death 8.
`O=C1c2ccc(Oc3ccc([N+](=O)[O-])cc3)cc2C(=O)N1c1cccnc1` gave ER stress death 6.
`COC(=O)c1ccc(NC(=O)C2c3ccccc3Oc3ccccc32)cc1` gave ER stress death 3.
`CCc1nc2ccccc2n1Cc1ccc([N+](=O)[O-])cc1` gave ER stress death -5.
Screening COC(=O)c1cccc(-c2ccc(C=C3C(=O)N(C)C(=O)N(C)C3=O)o2)c1 returned ER stress death 7.
For COCCOC(=O)c1ccc(NS(=O)(=O)c2ccc(Cl)cc2)cc1 the results were ER stress death 14.
For Cc1nc2ccccc2c(=O)n1N(c1ccccc1)c1ccccc1 the results were ER stress death 2.
Screening COc1ccc(S(=O)(=O)N2CCN(Cc3ccccc3F)CC2)cc1 returned ER stress death -8.
For NC(=O)CCS(=O)(=O)c1ccccc1 the results were ER stress death 9.
Screening O=C1c2cccc3cccc(c23)C(=O)N1/N=C/c1ccccc1 returned ER stress death 2.
Screening COc1ccccc1C(=O)Nc1ccc2c(c1)Cc1ccccc1-2 returned ER stress death -5.
Cc1ccc(C(C)C)c(OCCNC(=O)Cc2cccc3ccccc23)c1 was read as ER stress death 7.
Screening O=C1c2ccccc2-c2onc3c(Cl)cc(Sc4ccccc4)c1c23 returned ER stress death 7.
Screening Cc1cc(/C=C2\C(=O)NC(=O)N(c3cccc(F)c3)C2=O)c(C)n1C returned ER stress death 6.
Screening CCOc1cc(/C=N/Nc2nncn2N)cc(I)c1O returned ER stress death -19.
`O=C(Nc1ccc([N+](=O)[O-])cn1)c1cc(-c2ccc(Cl)c(Cl)c2)nc2ccccc12` gave ER stress death 9.
Screening CC(C)Oc1ccc(/C=N/N=C/c2ccc(OC(C)C)cc2)cc1 returned ER stress death 11.
Screening O=C(/C=C/c1ccccc1)c1cccc(N2C(=O)C3C4C=CC(C4)C3C2=O)c1 (stereo not drawn) returned ER stress death 35.
Screening S=C(NCCSCc1ccccc1Cl)Nc1ccccc1 returned ER stress death 4.
COc1ccc(OCc2ccc(C(=O)Nc3ccccc3C(=O)O)cc2)cc1 was read as ER stress death -6.
Screening CC(C)c1cc(C(C)C)c(S(=O)(=O)N2CCNCC2)c(C(C)C)c1 returned ER stress death 3.
CC1=C(C(=O)Nc2ccccc2)C(c2ccccc2F)NC(=S)N1 (stereo not drawn) was read as ER stress death 8.
O=C(N/N=C\c1cc(Cl)cc([N+](=O)[O-])c1O)c1ccc(Br)cc1 was read as ER stress death 14.
Screening CC(C)(C)c1cc(C(C)(C)C)c2nc(-c3ccccc3O)oc2c1O returned ER stress death 3.
Screening Cc1cccc(-c2nnc(NC(=O)Nc3ccc(Cl)c(Cl)c3)s2)c1 returned ER stress death 4.
COc1ccccc1/C=N/NC(=O)CSc1nc2ccccc2n1Cc1ccccc1 was read as ER stress death 22.
Screening Cc1ccc(-c2nn(-c3cc(N4CCN(C)CC4)ccc3[N+](=O)[O-])c(=O)c3ccccc23)cc1C returned ER stress death 5.
O=C(N/N=C/c1ccccc1)c1cc(=O)[nH]c2ccccc12 was read as ER stress death 9.
`Cc1nc2cc(N=Cc3c[nH]c4ccccc34)ccc2n1C` gave ER stress death 11.
`Cn1c(=O)n(C)c2cc(/C=C(\C#N)c3nn(-c4ccccc4)c(N)c3C#N)ccc21` gave ER stress death 1.
For O=C1NC(=O)/C(=C\c2ccc(O)c(Cl)c2)N1 the results were ER stress death 5.
CC(=O)c1cccc(Nc2nc(-c3ccc(Br)cc3)cs2)c1 was read as ER stress death 3.

22 successive compounds out of the list so far, for reference:
Screening COc1ccc(S(=O)(=O)N2CCN(Cc3ccccc3F)CC2)cc1 returned ER stress death -8.
For NC(=O)CCS(=O)(=O)c1ccccc1 the results were ER stress death 9.
Screening O=C1c2cccc3cccc(c23)C(=O)N1/N=C/c1ccccc1 returned ER stress death 2.
Screening COc1ccccc1C(=O)Nc1ccc2c(c1)Cc1ccccc1-2 returned ER stress death -5.
Cc1ccc(C(C)C)c(OCCNC(=O)Cc2cccc3ccccc23)c1 was read as ER stress death 7.
Screening O=C1c2ccccc2-c2onc3c(Cl)cc(Sc4ccccc4)c1c23 returned ER stress death 7.
Screening Cc1cc(/C=C2\C(=O)NC(=O)N(c3cccc(F)c3)C2=O)c(C)n1C returned ER stress death 6.
Screening CCOc1cc(/C=N/Nc2nncn2N)cc(I)c1O returned ER stress death -19.
`O=C(Nc1ccc([N+](=O)[O-])cn1)c1cc(-c2ccc(Cl)c(Cl)c2)nc2ccccc12` gave ER stress death 9.
Screening CC(C)Oc1ccc(/C=N/N=C/c2ccc(OC(C)C)cc2)cc1 returned ER stress death 11.
Screening O=C(/C=C/c1ccccc1)c1cccc(N2C(=O)C3C4C=CC(C4)C3C2=O)c1 (stereo not drawn) returned ER stress death 35.
Screening S=C(NCCSCc1ccccc1Cl)Nc1ccccc1 returned ER stress death 4.
COc1ccc(OCc2ccc(C(=O)Nc3ccccc3C(=O)O)cc2)cc1 was read as ER stress death -6.
Screening CC(C)c1cc(C(C)C)c(S(=O)(=O)N2CCNCC2)c(C(C)C)c1 returned ER stress death 3.
CC1=C(C(=O)Nc2ccccc2)C(c2ccccc2F)NC(=S)N1 (stereo not drawn) was read as ER stress death 8.
O=C(N/N=C\c1cc(Cl)cc([N+](=O)[O-])c1O)c1ccc(Br)cc1 was read as ER stress death 14.
Screening CC(C)(C)c1cc(C(C)(C)C)c2nc(-c3ccccc3O)oc2c1O returned ER stress death 3.
Screening Cc1cccc(-c2nnc(NC(=O)Nc3ccc(Cl)c(Cl)c3)s2)c1 returned ER stress death 4.
COc1ccccc1/C=N/NC(=O)CSc1nc2ccccc2n1Cc1ccccc1 was read as ER stress death 22.
Screening Cc1ccc(-c2nn(-c3cc(N4CCN(C)CC4)ccc3[N+](=O)[O-])c(=O)c3ccccc23)cc1C returned ER stress death 5.
O=C(N/N=C/c1ccccc1)c1cc(=O)[nH]c2ccccc12 was read as ER stress death 9.
`Cc1nc2cc(N=Cc3c[nH]c4ccccc34)ccc2n1C` gave ER stress death 11.

Later entries.
Nc1cc(-c2ccc(Br)cc2)nn1Cc1ccc(Cl)cc1 was read as ER stress death 6.
`CC(Cc1ccccc1)NC(=S)Nc1ccccc1` (stereo not drawn) gave ER stress death -1.
COc1ccc(CN=Cc2c(O)n(-c3cccc(Cl)c3)c(=O)[nH]c2=O)cc1 was read as ER stress death -6.
For COc1ccc(C2CC(=O)C3=C(C2)Nc2ccccc2NC3c2ccc(SC)cc2)cc1OC (stereo not drawn) the results were ER stress death 112*.
For O=[N+]([O-])c1cccc(-c2ncnn2-c2ccccc2)c1 the results were ER stress death 6.
Screening CCN(CC)CCOc1ccc([N+](=O)[O-])cc1 returned ER stress death -7.
O=C(CCN1C(=O)/C(=C/c2ccccc2)SC1=S)NNC(=O)c1ccccc1Br was read as ER stress death -4.
For Cc1cccc(NC(=O)CSc2nccn2C)c1C the results were ER stress death 6.
Screening COc1cccc(NC(=O)CN(c2cc(Cl)cc(Cl)c2)S(C)(=O)=O)c1 returned ER stress death 12.
`Cc1cc([N+](=O)[O-])ccc1-c1ccc(CO)o1` gave ER stress death -3.
Screening COc1cc(CN2CCN(C3CCCCC3)CC2)cc(OC)c1O returned ER stress death 0.
COc1ccc(-n2nc3cc(C)c(NC(=O)c4cccc(Br)c4)cc3n2)cc1 was read as ER stress death 9.
